# PHOSPHO1 block: inhibitors of human PHOSPHO1 phosphatase; inhibition, % at 13.3 µM; AID 1565; 290,000 compounds, 1.1% hits; recombinant PHOSPHO1, absorbance phosphatase assay; Q8TCT1; in the data active = inhibition above about 60%
# MEKK2wt PB1 HTS: raises or lowers MEK5 binding to wildtype human MEKK2 PB1 domain. Q9Y2U5. binding response (% of control), % at 10 µM. bead flow cytometry, Alexa488-MEK5 binding to MEKK2 WT; actives lie on both sides. 290,000 compounds, 1.1% hits. AID 1531; in the data active = binding response below about 67% or above about 130%
# MEKK3 PB1 HTS: raises or lowers MEK5 binding to the human MEKK3 PB1 domain; bead-based flow cytometry, Alexa488-MEK5 binding to MEKK3; actives lie on both sides; 0 = blocked by unlabeled MEK5, 100 = vehicle; binding response (% of control), % at 10 µM; 290,000 compounds, 1.4% hits;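 active = binding response more than 3 SD above or below the average of its plate-row segment, actives on both sides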;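 note: Alexa488 bead fluorescence after subtracting the streptavidin-only scavenger bead signal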
# Target sequence (Q99759 whole entry, looked up, the tested form may be a part): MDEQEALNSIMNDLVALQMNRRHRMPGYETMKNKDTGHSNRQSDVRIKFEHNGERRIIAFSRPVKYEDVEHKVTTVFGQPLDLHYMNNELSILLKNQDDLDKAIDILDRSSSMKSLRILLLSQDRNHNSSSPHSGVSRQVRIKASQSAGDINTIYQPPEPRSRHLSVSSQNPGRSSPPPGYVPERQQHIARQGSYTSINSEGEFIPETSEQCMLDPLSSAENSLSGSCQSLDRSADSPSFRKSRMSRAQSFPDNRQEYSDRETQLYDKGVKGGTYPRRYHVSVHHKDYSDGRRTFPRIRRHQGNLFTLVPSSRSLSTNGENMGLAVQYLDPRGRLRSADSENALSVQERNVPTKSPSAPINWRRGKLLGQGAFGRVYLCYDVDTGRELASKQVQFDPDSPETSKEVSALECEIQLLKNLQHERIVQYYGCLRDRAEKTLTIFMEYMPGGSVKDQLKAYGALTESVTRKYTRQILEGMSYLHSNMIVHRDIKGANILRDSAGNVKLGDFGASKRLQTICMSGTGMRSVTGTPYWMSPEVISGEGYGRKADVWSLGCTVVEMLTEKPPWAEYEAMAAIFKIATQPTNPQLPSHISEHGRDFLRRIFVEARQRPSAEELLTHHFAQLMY
# NALP1 yeast inh: inhibitors of NALP1 inflammasome in yeast; S. cerevisiae NALP1/ASC/caspase-1 growth, X-gal OD620, 72 h; inhibition, % at 10 µM; 280,000 compounds, 0.61% hits; AID 2071; in the data active = inhibition mostly above about 24%, no sharp cut-off; inactive = mostly below about 32%; note: some compounds called inactive have numbers as strong as hits
# DNA FID counter: displaces DNA intercalator in HCV helicase counter-screen; 290,000 compounds, 0.17% hits; DNA fluorescent intercalator displacement, fluorescence; inhibition, % at 7.9 µM; AID 1845; in the data active = inhibition above about 37%;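 note: 0% = vehicle and 100% = reference compound; higher means more ethidium bromide displaced from hairpin DNA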
# OXTR ag: activates the human oxytocin receptor | P30559 | activation, % at 3 µM | CHO-OTR cells, Fluo-8 calcium fluorescence; normalized: DMSO 0%, oxytocin 100% | 320,000 compounds, 0.32% hits;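 active = activation above the mean of all tested compounds plus 3 SD, cutoff set per screening run, cut at about 20% in these data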;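 note: peak over basal fluorescence ratio from a 100 s FLIPR kinetic read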
# Target sequence (P30559 whole entry, looked up): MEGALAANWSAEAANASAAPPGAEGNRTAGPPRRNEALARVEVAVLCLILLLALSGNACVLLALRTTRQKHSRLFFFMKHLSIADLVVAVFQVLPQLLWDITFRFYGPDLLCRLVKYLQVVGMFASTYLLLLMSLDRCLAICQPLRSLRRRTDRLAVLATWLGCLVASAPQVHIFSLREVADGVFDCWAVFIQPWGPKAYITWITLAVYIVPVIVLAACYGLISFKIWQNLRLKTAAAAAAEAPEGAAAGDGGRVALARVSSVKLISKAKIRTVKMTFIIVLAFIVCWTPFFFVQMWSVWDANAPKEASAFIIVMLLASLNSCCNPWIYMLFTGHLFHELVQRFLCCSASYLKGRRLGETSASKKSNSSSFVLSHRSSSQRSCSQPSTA
# GPR7 antagonist: antagonists of human GPR7 (neuropeptides B/W receptor 1); P48145; GPR7-expressing cells, fluorescence antagonist assay; inhibition, % at 4.4 µM; 290,000 compounds, 1.1% hits; in the data active = inhibition above about 16%, passing the limit was not always enough;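 note: cells stimulated with the agonist NPW; 0% = agonist with vehicle and 100% = vehicle without agonist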
# PfM18AAP inh: PfM18AAP enzyme inhibition | recombinant PfM18AAP, H-Glu-NHMec fluorogenic cleavage | inhibition, % at 7.35 µM | 290,000 compounds, 1.2% hits;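 active = inhibition above the campaign mean inhibition over all tested compounds plus 3 SD, cut at about 28% in these data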;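 note: 0% = plate median of test compound wells and 100% = 2 mM ZnCl2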
# MEKK2mut PB1 HTS: signal of MEK5 binding to mutant human MEKK2 PB1 domain; bead flow cytometry, Alexa488-MEK5 binding to MEKK2 mutant; percent response, % at 10 µM; 290,000 compounds, 0.35% hits; AID 1530; in the data active = percent response above about 24%, passing the limit was not always enough; note: inactives centre near 1; some results filed as inactive read as strong as hits; reference of the scale not given here
# An asterisk follows results filed as active; nt = no result given.
SMILES,PHOSPHO1 block,MEKK2wt PB1 HTS,MEKK3 PB1 HTS,NALP1 yeast inh,DNA FID counter,OXTR ag,GPR7 antagonist,PfM18AAP inh,MEKK2mut PB1 HTS
CCC(=O)N=c1n(C)c2ccccc2n1CCOc1ccccc1,-1,97,96,19,-9,0.0,0,-3,-2
CC(NC(=O)C(C)N1C(=O)c2cccc([N+](=O)[O-])c2C1=O)c1ccccc1 (stereo unspecified),3,111,108,20,6,-0.6,1,-4,3
Cc1ccccc1-c1nc2sc(-c3ccccc3)cc2c(=O)o1,24,97,103,-1,-6,0.2,-6,-1,-1
Nc1cccc(-c2nc3ccccc3[nH]2)c1,7,101,96,-4,0,-0.3,-10,0,5
CCCC(CCC)=NNC(=O)CN(Cc1ccccc1)S(=O)(=O)c1ccccc1,-1,92,99,2,-8,-0.9,-8,-4,2
CC(Sc1ncc(C(F)(F)F)cc1Cl)C(=O)NC(N)=O (stereo unspecified),20,104,103,0,-5,-0.6,-8,0,1
CCC(=O)Nc1nnc(S(=O)(=O)N(CC)c2ccc(OC)cc2)s1,23,106,104,18,-13,5.8,12,0,5
COC(=O)c1cccc(NC(=O)NC(=O)c2ccc(Cl)cc2)c1,27,101,105,14,-5,0.0,-11,-8,3
CC(Oc1ccccc1)C(=O)N=C1SC2CS(=O)(=O)CC2N1c1ccc(F)cc1 (stereo unspecified),60,95,100,20,-29,1.7,-7,-1,0
O=C(NC1CCCCC1)N1CCNCC1,-12,102,99,4,-3,nt,6,-2,1
O=C(Nc1ccc2ccccc2c1)N1CCN(c2ncccc2C(F)(F)F)CC1,21,102,104,16,-7,1.5,-3,4,2
Cc1cc(C)n2nc(SCCOc3ccccc3)nc2n1,28,116,108,0,-12,-1.7,-4,-1,20
CNc1oc(-c2ccccc2)nc1S(=O)(=O)c1ccc(C)cc1,10,99,101,14,-27,-1.0,2,-9,3
Cn1cc(/C=N\O)nc2c(=O)n(-c3ccccc3)c(=O)nc1-2,19,99,104,-3,0,3.9,-7,-2,-4
Clc1ccc(Cl)c(-c2ccc(/C=N/c3ncn[nH]3)o2)c1,10,95,95,-2,2,-1.4,5,30*,-6
CCOc1ccc(C(=O)NC(=S)NCc2cccnc2)cc1[N+](=O)[O-],-6,97,95,33,-5,-1.3,-3,-15,-2
COc1ccc(C(=O)NCCc2nnc3ccc(SCC(=O)NCCc4ccc(OC)c(OC)c4)nn23)cc1,8,105,103,4,-37,-0.5,-9,1,8
CS(=O)(=O)Nc1ccccc1C(=O)NCCSCc1ccccc1,23,93,89,-8,-13,0.1,-2,0,-8
CC1(C)CCCC2=C1CC1C(=O)N(Cc3cccnc3)C(=O)C1C2 (stereo unspecified),2,102,102,5,-21,0.7,-3,-11,-3
CCC1=C(c2ccc(C)cc2)S(=O)(=O)N=C1N1CCC(C(=O)NCCCN2CCCCC2C)CC1 (stereo unspecified),50,122,100,4,26,0.2,-5,-1,8
COc1ccc(C(=O)C2CN(c3ccccc3)CC2c2ccc(Cl)cc2)cc1 (stereo unspecified),16,107,106,-12,1,0.7,0,-5,7
FC(F)(F)c1cccc(Cn2c3[n+](c4ccc(C(F)(F)F)cc42)CCCCC3)c1,-137,92,97,15,9,-0.4,24*,3,-3
COCCN1CN(S(=O)(=O)c2ccccc2)c2nc3ccccc3nc21,10,90,92,10,-1,1.1,9,2,-5
CCn1c(=O)cc(OCC(=O)Nc2ccccc2N2CCN(C)CC2)c2ccccc21,-1,109,105,-18,15,0.1,4,6,10
O=C(Nc1cc(Sc2nc3ccccc3s2)cc([N+](=O)[O-])c1)c1ccccc1F,46,107,109,14,7,-0.6,-7,1,8
Cc1ccc(/C=C/C(=O)NCCCN2CCN(CCCNC(=O)/C=C/c3ccc(C)o3)CC2)o1,-11,101,98,5,11,-1.5,0,0,1
CCC(C)(C)NC(=O)C(c1cccnc1)N(C(=O)c1csnn1)c1ccccc1 (stereo unspecified),10,95,100,-5,-12,0.1,1,-10,-2
O=C(Cc1ccc(Cl)cc1)Nc1ccccc1N1CCN(C(=O)c2ccccc2)CC1,33,103,101,9,-44,2.5,28*,1,2
CCc1ccccc1NC(=S)N(CCOC)C(C)c1ccco1 (stereo unspecified),25,109,111,nt,-2,-0.3,-11,-6,3
Cc1ccc2nc(NC(=O)CCCc3nc4ccccc4s3)sc2c1,17,100,102,19,-1,-1.1,-8,10,5
CN1CCc2nc(SC(C(=O)O)c3ccccc3)c(C#N)c(-c3cccs3)c2C1 (stereo unspecified),-160,101,105,6,-18,0.5,-15,11,4
Cc1ccc(OCC(=O)NS(=O)(=O)c2ccccc2)cc1,30,100,100,11,0,-0.4,-9,0,0
N#CCCn1cc(C(=O)Nc2ccccc2Br)c(-c2cccs2)n1,5,89,95,26,-5,-0.7,-4,2,-2
CC(=O)c1cccc(NC(=O)c2sc3nc4n(c(=O)c3c2C)CCCCC4)c1,24,103,103,-1,-22,4.1,-13,-6,1
COc1ccc(C2C(C(C)=O)=C(O)C(=O)N2Cc2cccnc2)cc1 (stereo unspecified),12,98,110,34*,-2,-0.2,-11,4,2
O=C(O)CC12CC3CC(C1)CC(n1ncc(NCc4ccccc4Cl)c(Cl)c1=O)(C3)C2,20,106,106,4,-50,-0.1,-9,3,11
COc1ccc(-c2noc(CN(C)Cc3ccccc3)n2)c(OC)c1OC,4,108,106,5,-34,nt,-8,0,9
CCn1c(-c2cccn(Cc3ccc(Cl)cc3Cl)c2=O)n[nH]c1=S,45,101,101,12,-10,3.2,-10,13,1
CCC(C)(C)C1CCC(=NNS(=O)(=O)c2ccc(C)c([N+](=O)[O-])c2)CC1 (stereo unspecified),-16,110,96,24,0,-0.1,-1,-8,15
COc1ccccc1OCCNc1cc(N2CCOCC2)ccc1[N+](=O)[O-],-7,104,100,38,-2,1.7,-1,0,4

# Profiles from above. Order of screens: PHOSPHO1 block | MEKK2wt PB1 HTS | MEKK3 PB1 HTS | NALP1 yeast inh | DNA FID counter | OXTR ag | GPR7 antagonist | PfM18AAP inh | MEKK2mut PB1 HTS
# FC(F)(F)c1cccc(Cn2c3[n+](c4ccc(C(F)(F)F)cc42)CCCCC3)c1 in the list: -137 | 92 | 97 | 15 | 9 | -0.4 | 24* | 3 | -3
# CCCC(CCC)=NNC(=O)CN(Cc1ccccc1)S(=O)(=O)c1ccccc1 in the list: -1 | 92 | 99 | 2 | -8 | -0.9 | -8 | -4 | 2
# CCC(C)(C)NC(=O)C(c1cccnc1)N(C(=O)c1csnn1)c1ccccc1 (stereo unspecified) in the list: 10 | 95 | 100 | -5 | -12 | 0.1 | 1 | -10 | -2

# More compounds follow:
SMILES,PHOSPHO1 block,MEKK2wt PB1 HTS,MEKK3 PB1 HTS,NALP1 yeast inh,DNA FID counter,OXTR ag,GPR7 antagonist,PfM18AAP inh,MEKK2mut PB1 HTS
C=C(C)CSc1nnc([C@H](CCSC)NC(=O)OC(C)(C)C)o1,11,105,105,19,-23,-1.0,12,-2,-2
CCN1C(=O)CC(N2CCN(c3cccc(OC)c3)CC2)C1=O (stereo unspecified),2,95,96,8,-2,1.7,-7,-2,-4
COc1ccc(Nc2nc(OC)nc(N3CCN(c4ccc(OC)cc4)CC3)n2)cc1,20,107,98,-18,-4,nt,-2,0,0
Cc1nc(-c2ccc3c(c2)CCC(=O)N3)cs1,20,100,102,-2,-3,-1.1,-15,4,0
Clc1cccc(Nc2c3c(nc4ncnn24)CCC3)c1,17,109,107,29,-13,-0.4,-15,-5,9
CC(C)Cc1nc2n[nH]c(N)c2c2c1CCCC2,5,102,104,9,-8,-1.8,-9,6,4
Cc1ccc(-n2nnnc2SCC(=O)Nc2c(C)n(C)n(-c3ccccc3)c2=O)cc1,-96,108,110,-3,-17,-1.1,-8,0,8
Cc1cccc(-n2cc(-c3ccccc3)[nH]c2=S)c1,nt,98,98,6,-22,-1.9,3,39*,-1
NC(=S)N/N=C1\CCSc2ccc(Cl)cc21,27,102,104,nt,-3,-0.8,-5,0,3
O=C(NCCCNc1ccc(C(F)(F)F)cc1[N+](=O)[O-])c1ccc(F)cc1,3,97,88,16,3,0.3,-12,1,-3
COC(=O)c1cc2occc2n1CC(=O)Nc1ccc(OC)c(OC)c1OC,42,104,105,-8,-4,-0.4,-8,-2,4
CC(C)(C)NC(=O)C(c1ccc(F)cc1)N(Cc1ccco1)C(=O)c1csnn1 (stereo unspecified),9,120,118,1,-22,-1.8,-7,2,4
CCc1ccc(NC(=O)COC(=O)CN2C(=O)COc3ccccc32)cc1,42,107,102,41*,-16,-0.9,-2,6,10
CCCn1c(C)cc(C(=O)Cn2nnc3ccccc3c2=O)c1C,-34,99,104,24,-20,-0.9,-4,-2,-4
Cc1ccc(S(=O)(=O)N(c2nc(NC(C)C)nc(NC(C)C)n2)n2cnnc2)cc1,-12,99,109,12,-31,-3.0,-7,-1,2
C/C(=N\OCC(=O)Nc1ccc(F)c(F)c1F)c1cc2ccccc2o1,-26,101,97,29,-11,-1.3,2,5,7
COC(=O)c1ccc(Cn2c(O)c(N=NC(N)=S)c3ccccc32)o1,42,101,104,nt,-6,-2.2,-6,7,3
CCOc1ccc2[nH]c(=O)c(C(c3nnnn3C3CCCCC3)N3CCN(C)CC3)cc2c1 (stereo unspecified),34,nt,nt,20,7,-1.4,-7,1,nt
COc1ccc2c(-c3ccccc3)cc(SCC(=O)NC(N)=O)nc2c1,17,93,94,-9,-2,-0.5,-7,-7,-2
O=C(Cc1ccc(Cl)cc1)N/N=C/c1cccs1,49,97,98,4,-4,-0.9,-4,-2,-1
O=C(Cn1nc(CNc2ccc(Cl)cc2)[n+]2c1CCCCC2)c1ccc(Cl)cc1,-16,118,104,20,16,-0.5,-3,-1,0
CC(=O)Nc1ccc(S(=O)(=O)NCc2ccc(C(=O)NCCCN3CCC(C)CC3)cc2)cc1,41,105,99,2,17,0.1,-5,-4,-4
CCN(CC)CCN(C(=O)c1ccc(S(=O)(=O)N(CC)c2ccccc2)cc1)c1nc2c(OC)ccc(OC)c2s1,28,157*,106,9,8,-0.4,-9,-1,28*
CCc1ccc(N2CN(CCc3ccccc3)CNC2=S)cc1,0,98,96,19,-12,0.0,-12,-14,-2
C=CCn1c(SCc2nc3sc(C(=O)O)c(C)c3c(=O)[nH]2)nnc1-c1ccc(F)cc1,21,82,90,-2,-23,-0.1,3,1,-11
CCN(CC)C(=O)COc1ccc(/C(C)=N/Nc2ncc(Cl)cc2Cl)cc1,24,96,94,-2,-9,-2.9,-2,23,-9
CC(=O)Nc1ccc(NC(=O)C2CCC(N3C(=O)C4C5C=CC(C6CC56)C4C3=O)CC2)cc1 (stereo unspecified),20,98,99,1,-43,0.7,-3,-10,4
COc1ccc(-c2nc3c(n2O)CCCC3=O)cc1OC,-4,95,91,1,3,0.2,-10,3,-11
N#CCOc1nc(N2CCCC2)nc(N2CCCC2)n1,12,105,115,-8,-12,-0.7,-13,-9,4
Cc1cc(NC(=O)CCCn2nc([N+](=O)[O-])c(Cl)c2C)no1,4,103,104,24,-2,-0.8,-10,3,3
CCOC(=O)C1CCCN(C(=O)COC(=O)c2ccc(C#N)cc2)C1 (stereo unspecified),28,102,105,-10,-17,-0.8,-3,0,-3
CC(C)NC(=O)c1c(O)c2ccccc2[nH]c1=O,19,100,100,10,0,-1.2,-2,-1,0
C[C@@H](Oc1ccccc1)c1nnn(Cc2ccccc2)c1-c1c([C@@H](C)Oc2ccccc2)nnn1Cc1ccccc1,35,104,108,nt,nt,2.0,nt,nt,2
Cc1ccc(C(=O)CSc2nc(N)cc(=O)[nH]2)cc1C,24,104,102,11,-9,0.7,-15,-11,5

# Screening data as filed in PubChem BioAssay.
